# Screening data as filed in PubChem BioAssay.
# NALP3 yeast inh = NALP3 inflammasome inhibitors in reconstituted yeast, primary screen, luminescence, uHTS; 330,000 compounds, 0.39% hits; AID 2825, 2010; inhibition, % at 10 µM; Yeast reconstituted NLRP3/ASC/caspase-1, beta-gal luminescence, 24 h;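 active = inhibition of 50% or more; inactive = inhibition below 50%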;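 also: plate controls were induced DMSO wells for no effect and uninduced yeast grown without galactose for full effect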
# tim10-1 inh = growth inhibitors of tim10-1 mutant yeast, primary screen, luminescence, uHTS; inhibition, % at 20 µM; AID 463190, 2010; S. cerevisiae tim10-1 ts strain growth, BacTiter-Glo, 24 h; 330,000 compounds, 2.2% hits;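 active = inhibition of at least 40%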;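 also: mutant grown at 25 °C; 0% = DMSO wells with yeast and 100% = wells holding no yeast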
# MPTP inh = mitochondrial permeability transition pore inhibitors, primary screen, biochemical, isolated mouse mitochondria, absorbance. 360,000 compounds, 1.4% hits. inhibition, % at 10 µM. Ca2+ swelling absorbance, 30 min;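 active = inhibition of 50% or more, scaled per plate between neutral and stimulator controls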;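 also: 0% = DMSO wells given calcium and 100% = 1 mM EGTA wells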
# APJ antagonist = antagonists of human apelin receptor APJ, primary screen, CHO-K1 cells, beta-arrestin complementation, luminescence; 330,000 compounds, 0.32% hits; AID 2521, 2010; inhibition, % at 20 µM;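 active = inhibition above about 40% at 20 µM, limit read from the data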;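 also: cells challenged with 10 nM apelin-13 agonist together with compound; plate controls were apelin-13 plus DMSO wells for no effect and DMSO wells lacking apelin-13 for full effect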
# Target sequence (P35414 whole entry, looked up): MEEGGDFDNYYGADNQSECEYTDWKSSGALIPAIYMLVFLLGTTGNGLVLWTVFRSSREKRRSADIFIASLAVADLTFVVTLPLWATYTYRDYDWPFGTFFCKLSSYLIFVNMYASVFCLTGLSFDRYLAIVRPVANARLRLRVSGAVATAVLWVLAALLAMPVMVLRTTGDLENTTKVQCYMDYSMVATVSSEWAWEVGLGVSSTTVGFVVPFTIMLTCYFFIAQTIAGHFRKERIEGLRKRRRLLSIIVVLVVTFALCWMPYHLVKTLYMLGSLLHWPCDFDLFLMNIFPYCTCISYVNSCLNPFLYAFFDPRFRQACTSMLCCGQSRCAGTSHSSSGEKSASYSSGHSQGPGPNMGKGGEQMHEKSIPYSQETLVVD
# APJ agonist = agonists of human apelin receptor APJ, primary screen, CHO-K1 cells, PathHunter beta-arrestin, luminescence; 330,000 compounds, 0.11% hits; P35414; 0% DMSO wells, 100% apelin; activation, % at 20 µM;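 active = activation more than six SD over the plate average, tested at 20 µM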;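 also: 0% = DMSO alone and 100% = apelin-13 at 10 nM; some results filed as inactive read as strong as hits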
#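 Assay system: engineered CHO-K1 APJ arrestin reporter cells; Amount: 1000 CHO-K1 reporter cells seeded per well; Dosing: one dose, 20 µM compound, 1% DMSO; Times: compound stimulation 90 min at 25 °C, detection 60 min; Measured by: luminescent beta-gal fragment complementation, chemiluminescent substrate; Read-out: APJ–arrestin association signal; Controls: DMSO vs Apelin-13 10 nM.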
# tim23-1 inh = growth inhibitors of tim23-1 mutant yeast, primary screen, luminescence, uHTS. S. cerevisiae tim23-1 growth, BacTiter-Glo luminescence, 24 h. inhibition, % at 20 µM. 330,000 compounds, 1.3% hits;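 active = growth inhibition of the mutant yeast at or above 50%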;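 also: temperature-sensitive mutant grown at 25 °C; plate controls were DMSO-treated mutant yeast for no effect and medium wells lacking yeast for full effect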
# TIM10 inh = growth inhibitors of isogenic TIM10 control yeast, primary screen, counter-screen for tim10-1 yeast inhibitor project, luminescence, uHTS; S. cerevisiae TIM10 strain growth, BacTiter-Glo luminescence, 24 h; inhibition, % at 10 µM; 330,000 compounds, 1.4% hits; AID 463195, 2010;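 active = inhibition of 40% or more at the single tested concentration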;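 also: wild-type TIM10 isogenic control strain grown at permissive 25 °C; 0% = DMSO yeast wells and 100% = minimal medium wells without yeast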
# beta cell repl = inducers of MIN6 beta-cell proliferation, primary screen, ATP luminescence, uHTS; MIN6 cells proliferation, ATPlite luminescence, 48 h; cells starved in 0.2% serum; 100% = growth in 10% serum; proliferation, % at 10 µM; 330,000 compounds, 0.29% hits; AID 2380, 2010;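 active = compounds whose signal lies at least 3.5 SD above the mean of all wells on their plate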;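 also: 0% = DMSO-treated cells in low-serum medium and 100% = 10% serum control; some compounds called inactive have numbers as strong as hits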
# GRIN3A LBD mod = binders of NR3A ligand-binding domain, primary screen, biophysical, differential scanning fluorimetry, uHTS; NR3A LBD differential scanning fluorimetry, Tm shift; 0% = protein alone, 100% = glycine-bound protein; AID 1259313, 2017; 340,000 compounds, 2.5% hits; Tm shift relative to glycine control, % at 25 µM;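 active = melting temperature shift of at least 10% of the positive control shift, at one fixed dose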
# An asterisk follows results filed as active; nt = no result given.
mol	MPTP inh	beta cell repl	APJ agonist	tim10-1 inh	APJ antagonist	tim23-1 inh	GRIN3A LBD mod	NALP3 yeast inh	TIM10 inh
COc1ccc(NC(=O)C2CCN(S(=O)(=O)c3ccc4c(c3)NC(=O)CO4)CC2)cc1	-1.1	-1.9	-2.3	0.6	26.2	-2.0	1.7	17.8	-0.5
COC(=O)CCNC(=O)Cn1cnc2sc3c(c2c1=O)CCCC3	-1.5	2.5	-0.5	15.0	-10.2	9.3	0.0	5.0	-11.4
Cc1cc(C)c2c(CN3CC(C)OC(C)C3)cc(=O)oc2c1C (stereo not given)	1.2	0.1	-2.6	8.3	19.1	21.9	-1.0	21.3	16.6
C=C(C)COc1ccc(-c2ncnc(C(F)(F)F)c2-c2ccc(OC)cc2)c(O)c1	1.4	-5.0	-3.6	28.7	-10.5	19.6	-1.0	-4.3	-13.7
CCn1c(/C=C2\C(=O)Nc3ccccc32)nc2ccccc2c1=O	-3.9	0.0	-2.5	35.4	-5.1	45.8	0.5	-1.0	32.2
O=C(NCCc1ccccc1)C1CCN(C2CCN(Cc3ccco3)CC2)CC1	11.9	-2.3	-1.5	0.5	-20.6	-7.1	0.3	1.9	-0.2
CCCCn1c(N)c(N(CC(C)C)C(=O)CCCSc2nncs2)c(=O)[nH]c1=O	-2.7	-2.5	-3.7	11.5	13.9	-11.5	-2.4	9.5	2.7
CCOC(=O)C1=C(C)N(C[C@@H]2CC[C@@H](Cc3ccc4cc(OC)ccc4c3)O2)C(=O)NC1c1ccccc1 (stereo not given in full)	-1.0	nt	nt	26.7	nt	41.3	-2.0	nt	8.9
O=C(Nc1ccccc1Cl)/C(Cl)=C(\Cl)S(=O)c1ccccc1 (stereo not given)	-0.2	-6.0	-1.5	78.1*	38.9	-83.2	11.6*	67.4*	86.7*
CCCC(=O)Nc1ccc2c(c1)Cc1ccccc1-2	2.1	-1.6	-1.2	-1.3	-5.8	24.9	-11.6	35.1	6.6
Cc1cc(Cl)c2oc(C(=O)NCCN3CCCCC3CO)c(C)c2c1 (stereo not given)	-0.4	-0.2	4.8	8.7	-32.7	2.7	-1.1	7.6	8.0
COc1cccc(NC(=O)C2CCN(S(=O)(=O)c3ccc4c(c3)N(C(C)=O)CCO4)CC2)c1	-1.5	1.2	-1.4	2.8	-22.5	4.4	17.7*	-6.1	-3.4
COc1ccc(N2CCN(C(c3cccc(OC)c3OC)c3nnnn3C3CCCC3)CC2)cc1 (stereo not given)	3.5	-2.4	-5.2	15.9	8.3	5.5	3.5	5.8	-4.8
CCOc1ccc(NC(=O)c2cc(F)c(F)cc2Cl)cc1OCC	-1.5	-4.2	0.3	22.6	-3.9	20.5	0.7	9.7	5.2
C[C@H]1CN([C@@H](C)CO)C(=O)Cc2cc(NS(=O)(=O)c3ccc(Cl)cc3)ccc2O[C@@H]1CN(C)C(=O)Nc1cccc2ccccc12	-0.7	-2.4	-3.5	8.5	6.9	8.5	-1.4	-1.3	7.2
COc1cc(NC(=O)c2cc([N+](=O)[O-])ccc2NC(=O)CNC2CCCCC2)cc(OC)c1	2.3	0.0	-0.9	18.2	7.4	24.5	-5.0	23.8	26.0
CCOP(=O)(OCC)C(NC(=O)Nc1ccc(Cl)c(Cl)c1)C(N)=O (stereo not given)	39.5	0.0	3.4	16.1	-3.8	14.2	-5.4	11.7	-7.9
CC(=O)NC1=NN(C(C)=O)C(c2ccc(C(C)C)cc2)S1 (stereo not given)	0.1	-1.5	-2.4	12.6	17.9	-2.9	-0.4	7.7	8.6
O=C(CCc1ccccn1)N1CCCC(N2CCN(c3ccc(F)cc3)CC2)C1 (stereo not given)	1.5	2.1	2.9	-9.6	14.7	1.8	1.5	15.9	6.3
CN1C(CC(=O)Nc2ccc(Cl)cc2Cl)c2ccccc2CC1(C)C (stereo not given)	3.1	-3.6	-7.5	6.5	26.9	16.7	-0.3	10.4	12.6
COc1ccc(C(=O)NC23CC4CC(CC(C4)C2)C3)cc1	0.9	-4.3	-1.2	27.4	-10.8	23.4	-0.2	21.3	17.9
COc1ccccc1C1CC(c2ccc(Cl)cc2Cl)Nc2nc(N)nn21 (stereo not given)	-0.3	-0.5	-2.6	8.7	23.0	9.9	-2.1	5.0	6.1
NC(=S)N=Nc1c(O)n(CCCl)c2ccc(Cl)cc12	-2.7	-6.5	-3.8	5.2	7.1	-7.7	-7.4	19.5	-1.0
CC1=C(C(=O)OCCOC(C)C)C(c2cc3c(cc2Br)OCO3)C2=C(CCCC2=O)N1 (stereo not given)	-0.3	-1.9	-2.0	-2.5	-12.6	-4.3	-0.6	3.9	-4.5
O=S(=O)(c1ccccc1)N1CCNCC1	0.3	-1.2	1.0	-6.3	-16.3	7.8	-0.4	4.6	6.3
Cc1ccc(C2(c3ccccc3)NC(=O)N(CC(=O)N3CC(=O)Nc4ccccc43)C2=O)cc1C (stereo not given)	-2.0	-5.1	3.3	11.4	1.5	17.3	-1.0	2.5	7.5
O=C(O)c1cccc(N2C(=O)CSC2c2ccccc2)c1 (stereo not given)	0.1	-3.4	-1.2	4.4	4.6	7.6	0.6	11.8	-2.9
Cc1nn(Cc2ccc(Cl)cc2Cl)c(C)c1NC(=O)c1nn(C)cc1Cl	-1.7	-3.1	-3.1	43.9*	0.0	36.6	0.0	1.6	22.8
O=S(=O)(Nc1nc2ccccc2nc1Nc1ccc2c(c1)OCCO2)c1cccs1	36.7	-2.0	2.0	14.2	-37.5	37.3	13.4*	2.5	12.4
CCOC(=O)C(c1ccccc1)C(Nc1cc(C(F)(F)F)cc(C(F)(F)F)c1)c1ccccn1 (stereo not given)	8.0	-2.4	-2.4	-5.2	14.2	-8.9	2.5	0.2	-2.1
Cn1c(=O)c(=O)n(C)c2cc(S(=O)(=O)N3CCCC3C(=O)NCc3cccs3)ccc21 (stereo not given)	1.1	-1.1	-1.0	-5.1	3.5	15.0	-1.6	-2.6	-15.2
Cc1ccccc1C1NC(c2ccccc2C)C(C)C(=O)C1C (stereo not given)	-1.9	-3.1	-0.3	0.2	16.5	-22.8	-0.2	30.2	-12.6
Cc1cc(C)cc(N(C(=O)c2csnn2)C(C(=O)NC(C)(C)C)c2cccnc2)c1 (stereo not given)	-2.4	4.3	-0.3	-2.0	-18.4	-1.9	0.1	0.4	7.4
CC(=O)Nc1ccc(S(=O)(=O)N2CCN(Cc3csc(C)n3)CC2)cc1	2.5	3.6	-3.9	-0.6	-11.0	13.7	1.6	11.6	6.0
CCCCCCCNC(=O)C1(CC2CC(c3ccc(Cl)cc3)=NO2)CCN(C(=O)C2CCCC2)CC1 (stereo not given)	3.6	-8.4	1.2	17.1	9.8	20.9	0.5	15.1	-6.1
O=C(CC1N=C2c3ccccc3N=C(SCc3ccc(F)cc3)N2C1=O)NCc1ccco1 (stereo not given)	-0.7	-1.9	-6.1	23.6	13.6	14.4	-2.8	16.5	7.6
Cc1cc(NS(=O)(=O)c2ccc(NC(=O)/C=C/c3ccccc3)cc2)nc(C)n1	-1.0	-0.7	-5.4	-6.3	5.4	-6.6	-13.6	5.8	-4.6
CN(Cc1nc(-c2cnccn2)no1)CC(O)c1ccccc1 (stereo not given)	-0.5	-2.1	-1.3	6.9	-10.3	1.0	-2.0	11.3	-7.1
Cc1ccc(C2Nc3ccccc3C(=O)N2CCCN2CCOCC2)cc1 (stereo not given)	0.8	1.0	-1.2	7.2	-13.0	4.0	-0.6	14.0	-11.2
O=C(NN1C(=O)c2ccccc2NC1c1cccnc1)c1ccc([N+](=O)[O-])cc1 (stereo not given)	-1.4	0.9	-0.5	2.5	-28.2	11.8	-0.6	20.6	4.8
O=C(NCCOc1ccc(Cl)cc1)C1CC(=O)N(c2ccc3c(c2)OCCO3)C1 (stereo not given)	-2.6	2.9	-3.5	-8.1	-1.0	21.3	-1.6	2.1	9.8
Cc1cccc(C)c1OCc1cc(C(=O)N2CCCCCCC2)no1	-0.4	3.0	-1.1	17.9	-35.2	22.6	1.1	18.3	7.3
C1CN=C(NC23CC4CC(CC(C4)C2)C3)C1	-1.8	-1.7	-2.9	8.7	8.7	9.7	-0.3	7.3	0.0
CCOc1ccc(C(=O)Nc2ccc(N3CCCC3)cc2)cc1	-1.1	-2.4	-0.4	-3.2	1.9	4.5	-4.3	18.2	-0.2
COc1ccc2cc(C3=CC(=O)C[C@H](c4ccc5c(c4)OCO5)C3)ccc2c1	-1.0	-4.7	-3.9	20.5	-9.2	24.1	-2.5	19.2	10.4
O=C(c1c(F)cccc1F)N(Cc1cccs1)C1CCCC1	-0.7	-2.2	-3.5	-0.4	12.6	23.9	3.5	-0.6	2.7
Cc1cc(NC(=O)COC(=O)Cn2c(C)csc2=O)ccc1Br	0.1	1.4	0.4	-9.5	13.9	15.2	0.8	15.3	-1.1
O=C(c1cc(-c2ccncc2)nc2c(Cl)cccc12)N1CCN(c2ccccc2F)CC1	-0.8	-7.0	6.3	34.7	-11.1	39.7	nt	14.9	25.3

# Complete entries from above. Order of values: MPTP inh	beta cell repl	APJ agonist	tim10-1 inh	APJ antagonist	tim23-1 inh	GRIN3A LBD mod	NALP3 yeast inh	TIM10 inh
# O=C(NCCOc1ccc(Cl)cc1)C1CC(=O)N(c2ccc3c(c2)OCCO3)C1 (stereo not given) as listed: -2.6	2.9	-3.5	-8.1	-1.0	21.3	-1.6	2.1	9.8
# CN(Cc1nc(-c2cnccn2)no1)CC(O)c1ccccc1 (stereo not given) as listed: -0.5	-2.1	-1.3	6.9	-10.3	1.0	-2.0	11.3	-7.1
# C1CN=C(NC23CC4CC(CC(C4)C2)C3)C1 as listed: -1.8	-1.7	-2.9	8.7	8.7	9.7	-0.3	7.3	0.0

# The list continues:
mol	MPTP inh	beta cell repl	APJ agonist	tim10-1 inh	APJ antagonist	tim23-1 inh	GRIN3A LBD mod	NALP3 yeast inh	TIM10 inh
Cc1c(C(=O)Nc2ccccc2F)sc2ncn(CC(=O)N3CCOCC3)c(=O)c12	-0.1	1.3	-1.3	1.2	26.5	-5.1	-2.6	1.7	-21.1
CCCCn1nc(CC(=O)NCCN(CC)CC)c2ccccc2c1=O	0.2	-2.7	-1.6	9.1	-18.3	-7.3	-1.0	9.4	10.7
O=C(Nc1nnc(C2CC2)s1)C1=NN(C2CCS(=O)(=O)C2)C(=O)CC1 (stereo not given)	1.2	-1.6	-2.1	-11.5	0.0	9.5	2.9	10.0	5.7
COc1cc(/C=C2/C(=O)ON=C2c2ccccc2)ccc1O	5.7	-1.0	-3.9	29.0	24.6	35.9	10.7*	-0.1	-6.6
COc1ccc(CCNC(=O)c2cccc(NS(=O)(=O)c3ccccc3F)c2)cc1OC	-0.9	-1.7	-3.4	13.4	17.2	20.8	1.9	17.5	13.1
C[n+]1cccc(C(=O)[O-])c1	0.0	1.6	-5.2	0.0	-5.0	7.4	-0.9	3.1	3.9
OC[C@H]1O[C@H](OCCc2ccc(O)cc2)[C@H](O)[C@@H](O)[C@@H]1O	-1.0	-3.5	-2.0	-7.4	-5.0	1.2	-1.9	1.8	-3.4
